From PubChem
FEN1 inh: blocks human flap endonuclease 1 | P39748 | Recombinant FEN1 flap cleavage, fluorescence, 15 min | Potency, µM (titrated, usually from 114 µM), inactives show top-dose activity change, negative = inhibition, actives largely listed as inhibitors | hit rate 0.35% among 390,000; active = well fitted inhibition curve with a large enough effect; inconclusive = small, poorly fitted or top-dose-only effect; inactive = no such curve, though single readings can be large or run the other way; note: nearly all actives have a fitted effect of over 65% in size
Target sequence (P39748 whole entry, looked up): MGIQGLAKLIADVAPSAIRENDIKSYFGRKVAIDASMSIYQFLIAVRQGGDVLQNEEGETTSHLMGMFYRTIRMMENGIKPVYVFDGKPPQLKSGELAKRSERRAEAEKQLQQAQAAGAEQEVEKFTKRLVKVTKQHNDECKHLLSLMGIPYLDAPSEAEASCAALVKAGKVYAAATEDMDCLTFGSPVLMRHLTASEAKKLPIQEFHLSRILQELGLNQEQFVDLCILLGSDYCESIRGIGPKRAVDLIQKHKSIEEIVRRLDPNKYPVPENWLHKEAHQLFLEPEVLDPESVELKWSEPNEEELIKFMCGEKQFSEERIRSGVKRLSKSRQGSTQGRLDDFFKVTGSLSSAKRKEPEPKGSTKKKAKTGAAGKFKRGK
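Enzyme 10 nM, 15 min RT preincubation with compound; start with substrate 50 nM final; reads at 0 and 15 min; qHTS titration, four-parameter Hill fit.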
The depositor's hits bear a star; ? = inconclusive; & = joins results of further samples. % is set by controls: 0 for no effect and ±100 for the full control effect; potency is the fitted concentration of half-maximal effect.

Molecule | FEN1 inh
CN1OC[C@@H]2CN(Cc3cc(Cl)cc(Cl)c3)[C@H](c3cccc(Oc4ccccc4)c3)C[C@@H]21 | -28%
CCOC(=O)C(CC)(CC)C(=O)/C=C/c1cccc(Br)c1 | 7%
COCCn1c(=S)[nH]c2cc(C(=O)N3CCN(Cc4ccccc4)CC3)ccc2c1=O | 13%
O=C(c1ccco1)N1CCN(C(=O)c2ccc(COc3ccc(Cl)cc3Cl)o2)CC1 | -14%
Nc1ccc2c(c1)Cc1cc(N)c(Cl)cc1-2 | -3%
Cc1ccc(NC(=O)CN2CCN(C(=O)c3ccco3)CC2)cc1S(=O)(=O)N(C)C | 7%
Cc1sc2ccccc2[n+]1CCCCI | ?
O=S(=O)(c1ccc2ccccc2c1)N1CCN(c2nc(-c3ccccc3)nc3ccccc23)CC1 | -8%
CCOC(=O)C[C@H]1c2ccc(C(F)(F)F)cc2S(=O)(=O)N1C(C)(C)C | 11%&-2%
CO[C@@]12[C@@H]3N[C@@H]3CN1C1=C(C(=O)C(N)=C(C)C1=O)[C@@H]2COC(N)=O | 9%
C[C@H]1[C@@H](c2ccccc2)Oc2ccc(Cl)cc2S(=O)(=O)N1Cc1ccc(F)cc1F | -10%
CCC(C)c1ccc(S(=O)(=O)N2CCN(C(=O)c3ccc(Cl)c(S(=O)(=O)N4CCOCC4)c3)CC2)cc1 (stereo not given) | -11%
CCN=C(NCC)SC1CC(=O)N(CCc2ccccc2)C1=O (stereo not given) | -4%
CC1CC(C)CN(c2nc3c(c(=O)n(C)c(=O)n3C)n2CCSc2nc3ccccc3o2)C1 (stereo not given) | 5%
CN(C)CCC(C(=O)c1ccccc1)c1ccccn1 (stereo not given) | 8%
CN(C)c1ccc(/C=C/c2c[n+](C)cc3ccccc23)cc1 | ?
CNc1c(Br)cc(/C=C2\C=Cc3ccccc32)cc1Br | 0%
O=C(Nc1ccc(F)c(Cl)c1)C1CCCC1 | -4%
CC(=O)Oc1cc(C(=O)OCC(=O)NC23CC4CC(CC(C4)C2)C3)cc(OC(C)=O)c1OC(C)=O | 14µM*
CCOCCCNC(=O)C1CCN(S(=O)(=O)c2c(C)noc2/C=C\c2ccc(OC)cc2)CC1 | -6%
CCn1ncc(Br)c1C(=O)Nc1sc2c(c1C(=O)OC)CCC2 | -9%
CC(C)(O)C#Cc1ccc(C(=O)NCc2ccccc2)s1 | -16%
CN(C)c1ccsc1C(=O)NNS(=O)(=O)c1ccc(Cl)cc1 | 8%
CCCCCCCCNCCS(=O)(=O)NCc1ccccc1OC | -2%
CC(=O)OCC(=O)C1(O)CCC2C3CC(F)C4=CC(=O)CCC4(C)C3C(=O)CC21C (stereo not given) | -6%
O=C(Cc1ccccc1)NCC(=O)OCC(=O)c1cccc2ccccc12 | -15%
O=C(CCNC(=O)c1ccco1)NNC(=O)c1ccc(Br)cc1 | 7%
COc1ccc(C(=O)NNC(=S)NC(=O)c2cccc([N+](=O)[O-])c2)cc1 | 2%
Cc1ccc(NC(=O)C2CCCC2)cc1Cl | -9%
Cc1ccn(S(=O)(=O)c2ccc(C(C)(C)C)cc2)n1 | 13%
CC(=O)N(C)c1ccc(NC(=O)Cc2cccc3ccccc23)cc1 | -13%
COc1ccc(C(=O)CN2CCN(CCN3C(=O)c4cccc5cccc(c45)C3=O)CC2)cc1 | ?
COc1cccc2oc(CCc3ccccc3)cc(=O)c12 | -16%
CC[C@H](C)[C@H]1CNC(=O)C(=O)N1CC1CCN(CC2CCC(C)CC2)CC1 (stereo not given in full) | 1%
CC(=O)ON(C(C)=O)c1ccc(/C=C2/C=Cc3ccccc32)cc1 | -11%
c1ccc(CN2CCC(CNc3ncnc4ccccc34)C2)cc1 (stereo not given) | -7%
Cc1cc(NCCCCCCCNc2cc(C)nc3cc([N+](=O)[O-])ccc23)c2ccc([N+](=O)[O-])cc2n1 | 45µM*
O=C1c2ccccc2S(=O)(=O)c2cc(N3CCC(C(=O)N4CCCCC4)CC3)ccc21 | -18%
O=[N+]([O-])c1ccc(/C=C2\C=C(C(O)c3ccc([N+](=O)[O-])cc3)c3ccccc32)cc1 (stereo not given) | 1%
CCn1c(SCC(=O)NCc2ccco2)nnc1-c1cccc(N(C)C)c1 | -7%
COc1ccccc1N(C)S(=O)(=O)c1ccc(C(=O)NCc2ccccc2CN2CCCC2)cc1 | -9%
Fc1cccc(CCN2CCNC[C@@H]2Cc2ccccc2)c1 | -17%
COc1cc2nc(N3CCCN(C)CC3)nc(NC3CC3)c2cc1OC | ?
Cc1nc(SCC(=O)Nc2c(C)n(C)n(-c3ccccc3)c2=O)c2cnn(-c3ccccc3)c2n1 | -2%
Cc1ccc2nc(-c3ccc(C)c(NC(=O)COc4ccccc4Cl)c3)oc2c1 | 2%
Cc1cc(Cn2cnc3c(cnn3C(C)(C)C)c2=O)ccc1F | -12%
O=C(Nc1ccc(Nc2ccccc2)cc1)c1c(Cl)cccc1Cl | 3%
Cn1c(=O)c2[nH]c(Cc3cccc(O)c3)nc2n(C)c1=O | -9%
Cc1ccc(-c2nnc(SCCC(=O)Nc3ccccc3)n2C)cc1 | -3%
CC(=O)Nc1ccc(OCc2ccccc2)cc1[N+](=O)[O-] | -8%
Cn1ncc2c(NCCc3ccccc3)nc(Cl)nc21 | -4%
c1ccc(CC(Cc2ccccc2)c2ccccn2)cc1 | -3%
CC(C)n1nc(C(=O)OCC(=O)NCCc2ccc(S(N)(=O)=O)cc2)c2ccccc2c1=O | 3%
CC(C)[C@H](NS(=O)(=O)c1ccccc1)C(=O)OCc1cc([N+](=O)[O-])cc2c1OCOC2 | 10%
CC(C)OC(=O)c1ccc(NCc2cc(O)ccc2O)cc1Cl | -5%
O=C1NC(=O)C2(CCCCC2)N1 | 7%
O=C(O)C1C2OC3C(OC(=O)C31)C2Br (stereo not given) | -1%
CCCCCCCCCNC(=O)[C@H](NC(=O)COc1ccccc1)[C@@H]1NC(C(=O)OC)C(C)(C)S1 (stereo not given in full) | -26%&-14%
COC(C[C@@H](O)C[C@H](O)[C@H](C)OCc1ccccc1)OC | 2%
CCOC(=O)c1cnc(Nc2nc3ccccc3o2)nc1CSc1ncccn1 | -5%

Exported with values ahead of the structure: two of the compounds above.
| FEN1 inh | mol |
| --- | --- |
| -1% | O=C(O)C1C2OC3C(OC(=O)C31)C2Br (stereo not given) |
| -26%&-14% | CCCCCCCCCNC(=O)[C@H](NC(=O)COc1ccccc1)[C@@H]1NC(C(=O)OC)C(C)(C)S1 (stereo not given in full) |

Other compounds follow.
Molecule | FEN1 inh
COc1ccc(/C=N/NC(=O)c2cccs2)c2ccccc12 | -22%
Cc1nc([N+](=O)[O-])cn1CC(O)c1ccc2c(c1)OCO2 (stereo not given) | -8%
O=C(O)C1OCC2(CO1)COC(C(=O)O)OC2 (stereo not given) | 4%
NC(=O)c1cnccc1C=Cc1ccccc1 | 5%
CCOC(=O)C(=O)Cc1nc(OCc2ccccc2)cc(OCc2ccccc2)n1 | -16%
COCCCn1c(=O)/c(=C/c2ccccc2OC(F)F)s/c1=C(\C#N)C(=O)NCCOC | -15%
O=C(Nn1cnnc1)c1ccc([N+](=O)[O-])cc1Cl | 21%
CN(CCC#N)c1ccc(/C=C/c2ccnc3ccccc23)cc1 | -38%
CCCCn1c(=O)cc(C)n(-c2ccccc2)c1=O | -2%
COC(=O)C1=C[C@@H](C(=O)OC)[C@@H]2C3=C(C(=O)[C@]2(C)NC(=O)c2ccccc2)[C@H](C)n2c(=O)n(C)c(=O)n2[C@@H]3C1 | -12%
COc1ccc(CC(=O)Nc2cc(C)ccn2)cc1OC | 7%
CCCN1CNc2c(c(=O)[nH]c(=S)n2CCc2cccc(C)c2)C1 | 2%

A portion taken from the entries so far:
Molecule | FEN1 inh
O=C(Nc1ccc(Nc2ccccc2)cc1)c1c(Cl)cccc1Cl | 3%
Cn1c(=O)c2[nH]c(Cc3cccc(O)c3)nc2n(C)c1=O | -9%
Cc1ccc(-c2nnc(SCCC(=O)Nc3ccccc3)n2C)cc1 | -3%
CC(=O)Nc1ccc(OCc2ccccc2)cc1[N+](=O)[O-] | -8%
Cn1ncc2c(NCCc3ccccc3)nc(Cl)nc21 | -4%
c1ccc(CC(Cc2ccccc2)c2ccccn2)cc1 | -3%
CC(C)n1nc(C(=O)OCC(=O)NCCc2ccc(S(N)(=O)=O)cc2)c2ccccc2c1=O | 3%
CC(C)[C@H](NS(=O)(=O)c1ccccc1)C(=O)OCc1cc([N+](=O)[O-])cc2c1OCOC2 | 10%
CC(C)OC(=O)c1ccc(NCc2cc(O)ccc2O)cc1Cl | -5%
O=C1NC(=O)C2(CCCCC2)N1 | 7%
O=C(O)C1C2OC3C(OC(=O)C31)C2Br (stereo not given) | -1%
CCCCCCCCCNC(=O)[C@H](NC(=O)COc1ccccc1)[C@@H]1NC(C(=O)OC)C(C)(C)S1 (stereo not given in full) | -26%&-14%
COC(C[C@@H](O)C[C@H](O)[C@H](C)OCc1ccccc1)OC | 2%
CCOC(=O)c1cnc(Nc2nc3ccccc3o2)nc1CSc1ncccn1 | -5%
COc1ccc(/C=N/NC(=O)c2cccs2)c2ccccc12 | -22%
Cc1nc([N+](=O)[O-])cn1CC(O)c1ccc2c(c1)OCO2 (stereo not given) | -8%
O=C(O)C1OCC2(CO1)COC(C(=O)O)OC2 (stereo not given) | 4%
NC(=O)c1cnccc1C=Cc1ccccc1 | 5%
CCOC(=O)C(=O)Cc1nc(OCc2ccccc2)cc(OCc2ccccc2)n1 | -16%
COCCCn1c(=O)/c(=C/c2ccccc2OC(F)F)s/c1=C(\C#N)C(=O)NCCOC | -15%
O=C(Nn1cnnc1)c1ccc([N+](=O)[O-])cc1Cl | 21%
CN(CCC#N)c1ccc(/C=C/c2ccnc3ccccc23)cc1 | -38%
CCCCn1c(=O)cc(C)n(-c2ccccc2)c1=O | -2%
COC(=O)C1=C[C@@H](C(=O)OC)[C@@H]2C3=C(C(=O)[C@]2(C)NC(=O)c2ccccc2)[C@H](C)n2c(=O)n(C)c(=O)n2[C@@H]3C1 | -12%
COc1ccc(CC(=O)Nc2cc(C)ccn2)cc1OC | 7%
CCCN1CNc2c(c(=O)[nH]c(=S)n2CCc2cccc(C)c2)C1 | 2%

The list continues:
Molecule | FEN1 inh
O=S(=O)(Nc1cccc2cccnc12)c1cccc2cccnc12 | 3%
O=C1c2cc([N+](=O)[O-])ccc2-c2cc(Br)c(N=C(NO)C(F)(F)F)cc21 | -16%
C[C@H]1CCC[C@@]2(O[C@H](CCO)C[C@@H](O)[C@@H]2O)O1 | -7%
O=C(NN=Cc1ccc([N+](=O)[O-])cc1)c1ccncc1 | 22%
COc1ccc2ccccc2c1/C=N/NC(=O)c1cccc(C)c1 | -2%
Cc1ccc(SC2=C(N(C)C)C(=O)c3ccccc3C2=O)cc1 | -18%
CCCN(CC(=O)Nc1ccccc1C)C(=O)C1CC(=O)N(c2ccccc2OCC)C1 (stereo not given) | -4%
COCCn1c(SCC(=O)NCCCN2CCCC2=O)nc2sc3c(c2c1=O)CCCC3 | -4%
COc1cc2c(cc1OC)CN(CCC(C)c1ccc(Cl)cc1)CC2 (stereo not given) | -20%
Cc1cccc(NS(=O)(=O)c2ccc(C)c(C(=O)NCC(c3cccs3)N3CCOCC3)c2)c1 (stereo not given) | -19%
Cc1ccccc1C(=O)Oc1cccc(Nc2ncnc3ccccc23)c1 | -8%
Nc1ccccc1/C=N\N=C/c1ccccc1N | 10%
COc1ccc(-c2oc3cc(O)c(OC)c(O)c3c(=O)c2OC)cc1O | ?
O=C(CSc1c2c(nc3ccc(Cl)cc13)CCCC2)N1CCN(C(=O)c2ccco2)CC1 | -12%
CCOc1ccccc1NC(=O)C1CCCC1 | 0%
O=C(NN=Cc1ccccc1)NN=Cc1ccccc1 | -12%
CCOC(=O)c1cnc[nH]c1=O | 8%
Cc1cc(-c2ccc(NS(=O)(=O)c3ccccc3)c(C)c2)ccc1NS(=O)(=O)c1ccccc1 | 14%
CC(C)C[C@@H](CNCC(=O)[C@H](Cc1c[nH]c2ccccc12)NC(=O)c1[nH]cnc1C(=O)N[C@@H](C)CN)NC(=O)c1nc[nH]c1C(=O)N[C@@H](CC(=O)O)C(=O)O | 14%
CC1(C)N=C(N)N=C(N)N1CCCCc1ccccc1 | -7%
CCOC(=O)c1c(-c2ccccc2)c[nH]c1C | 4%
O=C(Cc1ccc(Br)cc1)NO | 0%
Cc1ccc(C2=CC(c3ccccc3)n3ncnc3N2)cc1 (stereo not given) | 7%
Cc1ccc(S(=O)(=O)Nc2ccccc2N=Cc2c(F)c(F)c(F)c(F)c2F)cc1 | -6%
O=C(CCl)N1c2ccccc2Sc2c1ccc1ccccc21 | -14%
O=C(CC(=O)c1ccccc1)CS(=O)(=O)c1ccccc1 | 11%
O=C(O)c1c(Cl)cccc1Nc1ccccc1 | -3%
CCOC(=O)c1ccccc1NC(=O)COC(=O)c1ccc(OCC(=O)N2CCOCC2)c(OCC)c1 | 1%
c1ccc(Nc2nc(-c3ccccc3)c(-c3ccccc3)s2)cc1 | -9%
CCCCCCCCCC[n+]1ccc(/C=C/c2ccc(N(C)C)cc2)c2ccccc21 | 79µM*
CCCCN(CCCC)S(=O)(=O)c1ccc(N2CCCC2=O)c([N+](=O)[O-])c1 | -16%

A portion of the library, so the mix of outcomes need not match the whole.
